Assay outcomes from PubChem.
M5 PAM: human M5 muscarinic receptor positive allosteric modulators, primary screen, CHO-K1 cells, Fluo-8 calcium fluorescence. CHO-K1 hM5, ACh EC20 PAM; 0% = ACh EC20, 100% = ACh EC100. AID 624038, 2012. actives 0.3% (n = 360,000). activation, % at 3 µM. Muscarinic acetylcholine receptor M5 (Homo sapiens), P08912;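 active = activation above the run cutoff, the mean activation of all test compounds plus 3 SD, cut at about 18% in these data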
Target sequence (P08912 whole entry, looked up): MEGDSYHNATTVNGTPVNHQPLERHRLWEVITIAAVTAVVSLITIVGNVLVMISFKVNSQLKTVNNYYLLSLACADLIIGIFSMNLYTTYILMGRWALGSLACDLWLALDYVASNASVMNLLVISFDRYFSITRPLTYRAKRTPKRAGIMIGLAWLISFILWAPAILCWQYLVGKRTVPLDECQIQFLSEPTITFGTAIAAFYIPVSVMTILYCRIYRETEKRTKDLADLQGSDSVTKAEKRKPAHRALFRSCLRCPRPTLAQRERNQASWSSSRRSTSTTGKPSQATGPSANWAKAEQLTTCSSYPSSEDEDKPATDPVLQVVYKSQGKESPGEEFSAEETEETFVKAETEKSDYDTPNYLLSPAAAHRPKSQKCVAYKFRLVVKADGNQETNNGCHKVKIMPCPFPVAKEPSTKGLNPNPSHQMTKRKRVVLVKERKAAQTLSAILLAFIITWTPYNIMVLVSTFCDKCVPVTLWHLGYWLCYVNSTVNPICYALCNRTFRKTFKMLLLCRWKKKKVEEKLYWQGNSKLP
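system = human M5 receptor in CHO-K1 cells | reagent = EC20 acetylcholine as agonist stimulus | compound dosing = single-point, 3 µM nominal | incubation = Fluo-8 loading 80 min at 37 °C plus 30 min room temperature | detection = Fluo-8 calcium dye fluorescence, kinetic read | benchmarks = low control EC20 acetylcholine (0%), high control EC100 acetylcholine (100%)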
M5 ag: human M5 muscarinic receptor agonists, primary screen, CHO-K1 cells, Fluo-8 calcium fluorescence. Muscarinic acetylcholine receptor M5 (Homo sapiens), P08912. CHO-K1 hM5 cells; 0% DMSO wells, 100% maximal acetylcholine response. activation, % at 3 µM. actives 0.19% (n = 360,000). AID 624037, 2012;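 active = activation above the run's mean over test compounds plus 3 SD, cut at about 23% in these data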;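 also: signal is peak over basal fluorescence ratio across the kinetic read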
M4 antag: human M4 muscarinic receptor antagonists, primary screen, CHO cells, Fluo-8 calcium fluorescence | Muscarinic acetylcholine receptor M4 (Homo sapiens), P08173 | CHO-hM4 cells, ACh EC80 | inhibition, % at 3 µM | actives 0.73% (n = 360,000);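 active = inhibition above its plate's cutoff, the mean inhibition of sample wells plus 3 SD, cut at about 27% in these data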;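 also: 0% = acetylcholine EC80 with DMSO and 100% = DMSO without agonist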
Target sequence (P08173 whole entry, looked up): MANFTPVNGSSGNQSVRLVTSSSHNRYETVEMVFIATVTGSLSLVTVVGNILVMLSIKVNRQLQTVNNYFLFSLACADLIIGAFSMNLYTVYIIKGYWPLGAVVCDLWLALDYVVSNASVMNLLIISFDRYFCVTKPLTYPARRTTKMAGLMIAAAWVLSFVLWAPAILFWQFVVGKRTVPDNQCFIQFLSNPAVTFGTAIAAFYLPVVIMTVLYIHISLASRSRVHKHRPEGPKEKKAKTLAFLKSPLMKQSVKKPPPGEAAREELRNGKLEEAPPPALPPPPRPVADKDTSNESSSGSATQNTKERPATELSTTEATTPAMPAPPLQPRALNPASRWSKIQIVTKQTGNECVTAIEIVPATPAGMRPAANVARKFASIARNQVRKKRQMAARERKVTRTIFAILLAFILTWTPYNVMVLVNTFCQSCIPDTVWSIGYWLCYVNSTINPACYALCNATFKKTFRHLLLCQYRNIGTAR
CHRM4 PAM: human M4 muscarinic receptor positive allosteric modulators, primary screen, CHO-K1 cells, Fluo-8 calcium fluorescence. Muscarinic acetylcholine receptor M4 (Homo sapiens), P08173. CHO-K1 hM4/Gqi5, ACh EC20; 0% = ACh EC20, 100% = maximal ACh. activation, % at 3 µM. actives 0.4% (n = 360,000). AID 624126, 2012;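 active = activation above its plate's cutoff, the mean activation of sample wells plus 3 SD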; also: some results filed as inactive read as strong as hits
CHRM5 antagonist: human M5 muscarinic receptor antagonists, primary screen, CHO cells, Fluo-8 calcium fluorescence; Muscarinic acetylcholine receptor M5 (Homo sapiens), P08912; inhibition, % at 3 µM; actives 0.59% (n = 360,000); CHO-hM5 cells, ACh EC80;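 active = inhibition above a per-plate cutoff, the mean of that plate's test compounds plus 3 SD, cut at about 27% in these data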;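 also: 0% = acetylcholine EC80 with DMSO and 100% = DMSO without agonist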
IDE cell inh: human IDE inhibitors in live cells, primary screen, fluorescence polarization, HEK cells, FAbetaB substrate; Insulin-degrading enzyme (Homo sapiens), P14735; FAbetaB cleavage; inhibition, % at 5.59 µM; actives 0.41% (n = 320,000); AID 434962, 2010;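 active = percent inhibition above the average of all tested compounds plus 3 SD, set per screening campaign, cut at about 16% in these data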;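 also: IDE supplied by intact live HEK cells; FP after avidin binding of uncleaved biotin substrate so inhibition keeps polarization high; 0% = DMSO wells and 100% = 60 µM reference IDE inhibitor Ii1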
CRFBP-R2 block: antagonists of CRF-BP/CRF-R2 complex, primary screen, cell-based, HEK293, calcium dye fluorescence, uHTS; CRF-induced calcium fluorescence; inhibition, % at 11.8 µM; actives 0.59% (n = 350,000); AID 588475, 2011;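 active = inhibition of the ligand-induced calcium signal above about 50% at the single tested concentration, limit read from the data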
CRFR2-BP ag: agonists of CRF-BP/CRF-R2 complex, primary screen, cell-based, HEK293, calcium dye fluorescence, uHTS | CRF-binding protein / CRF receptor 2 complex (human) | calcium dye fluorescence (FLIPR); percent of saturating CRF peptide response | activation, % at 13.2 µM | actives 0.46% (n = 350,000);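 active = activation of at least 50%, plus an integration ratio under a set limit after plate pattern correction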;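 also: plate controls were neutral control wells without compound for no effect and CRF at EC100 for full effect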
CHRM4 agonist: human M4 muscarinic receptor agonists, primary screen, CHO-K1 cells, Fluo-8 calcium fluorescence; Muscarinic acetylcholine receptor M4 (Homo sapiens), P08173; CHO-K1 hM4/Gqi5; vehicle 0%, full acetylcholine response 100%; activation, % at 3 µM; actives 0.14% (n = 360,000); AID 624127, 2012;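 active = activation above the run mean over all test wells plus 3 SD, cut at about 32% in these data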;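 also: peak over basal fluorescence ratio per well then scaled between controls; 0% = DMSO wells and 100% = acetylcholine at EC100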
Numbers without * were called inactive; / = no result given.

CRFBP-R2 block	CRFR2-BP ag	IDE cell inh	CHRM4 PAM	CHRM5 antagonist	CHRM4 agonist	M5 PAM	structure	M4 antag	M5 ag
-44	-0.9	-3	2	6	9	-9	O=S1(=O)C=C(SCc2cccc(Cl)c2)Nc2ccccc21	-1	0
-3	1.2	3	-23	-2	6	2	CC(C)=CCN1CCN(Cc2nc(-c3ccccc3)cs2)CC1CCO (configuration not stated)	10	-13
-35	-0.9	1	15	-6	1	2	O=C1CN(C(=O)c2cc([N+](=O)[O-])ccc2Cl)C(c2ccc(F)cc2)c2cc(F)ccc2N1 (configuration not stated)	0	-4
15	-0.3	5	-21	24	16	-23	c1ccc(CCC2CCCCN2Cc2nc(-c3ccc4c(c3)OCO4)no2)nc1 (configuration not stated)	11	-1
/	/	/	-2	-9	0	8	CN(C)CCNc1ncnc2c1ncn2[C@H]1CN(Cc2ccccc2)C[C@@H](CO)O1	-7	0
-6	-0.2	-4	9	0	1	8	CC1(NC(=O)Cc2ccc(Cl)c(Cl)c2)CCS(=O)(=O)C1 (configuration not stated)	-6	0
-9	-2.9	7	-7	10	12	-14	CCc1ccccc1N(CC(=O)NCc1ccco1)C(=O)c1snc(C(N)=O)c1N	11	0
0	-0.3	-1	9	-2	1	5	CNC(=O)C1C2C=CC3(O2)C1C(=O)N(CCOC)C3C(=O)NCc1ccc(OC)cc1 (configuration not stated)	-10	-8
/	/	/	-1	0	2	2	COCCN(CCOC)Cc1cc(=O)oc2ccc3ccccc3c12	0	1
0	0.2	-5	8	-6	1	-2	Cc1ccc(S(=O)(=O)N2CCC(C(=O)N3CCCC3C(=O)N[C@@H](CC(C)C)C(=O)NCC(N)=O)CC2)cc1 (some centres not stated)	-19	3
11	1.6	1	-1	-6	1	-3	CN1C(=O)C(O)(CC(=O)c2cccs2)c2ccccc21 (configuration not stated)	3	0
-16	0.1	5	1	6	1	-2	COc1cc2[nH]c(=S)nc(NCC3CCCO3)c2cc1OC (configuration not stated)	-2	-2
-8	-5.7	0	-3	1	0	3	CCOC(=O)c1cn(Cc2ccc(C)cc2)c2cc(F)ccc2c1=O	-11	0
12	-9.4	4	5	2	3	12	Cc1ccc(S(=O)(=O)N2CCC(NC(=O)c3cccc(C)c3)CC2)cc1	-6	1
-3	0.4	4	-2	-13	0	6	O=C(NCC(c1ccco1)N1CCOCC1)c1ccc([N+](=O)[O-])cc1 (configuration not stated)	-3	-3
4	-3.2	5	3	-10	5	7	COc1ccc(/C=C/C(=O)OCC(=O)NCCc2ccccc2)c(OC)c1	1	-2
-2	0.7	1	-3	1	2	1	COc1cc(/C=C2\C(=N)N3N=C(S(C)(=O)=O)SC3=NC2=O)ccc1OS(=O)(=O)c1ccc(C)cc1	-12	-5
3	-2.1	/	-9	11	1	-8	Cc1cc(C)c2c(CN3CCN(Cc4ccccc4)CC3)cc(=O)oc2c1	4	-5
-6	7.2	-1	-23	15	10	-14	Cn1nc(C(C)(C)C)c([N+](=O)[O-])c1C(=O)Nc1ccc(Br)cc1	10	-5
6	0.8	3	6	5	1	-1	Cc1cc(OCC(=O)N2CCOCC2)cc2oc(=O)c3ccccc3c12	0	3
13	0.4	-6	-13	6	5	-3	O=C(Nc1ccccc1N1CCCC1)C1CCN(S(=O)(=O)c2cccc(C(F)(F)F)c2)CC1	-3	-4
7	-1.5	5	-2	6	15	-9	O=C(CCc1ccccc1)c1c(O)cc(O)cc1O	-5	6
-1	0.7	2	-12	3	-1	-5	CCOCCCNC(=O)N1CCOCC1	9	1
10	-0.5	-1	-6	6	1	-4	COCCn1c(SCC(=O)c2ccc3c(c2)OCCO3)nnc1-c1ccoc1C	10	-10

Taken from the listing, 2 compounds:
CRFBP-R2 block	CRFR2-BP ag	IDE cell inh	CHRM4 PAM	CHRM5 antagonist	CHRM4 agonist	M5 PAM	structure	M4 antag	M5 ag
-1	0.7	2	-12	3	-1	-5	CCOCCCNC(=O)N1CCOCC1	9	1
10	-0.5	-1	-6	6	1	-4	COCCn1c(SCC(=O)c2ccc3c(c2)OCCO3)nnc1-c1ccoc1C	10	-10

(more compounds)
CRFBP-R2 block	CRFR2-BP ag	IDE cell inh	CHRM4 PAM	CHRM5 antagonist	CHRM4 agonist	M5 PAM	structure	M4 antag	M5 ag
-2	-0.9	0	-1	9	-1	-9	O=C(Nc1nccs1)C1CC=CCC1C(=O)OCC(F)(F)C(F)F (configuration not stated)	5	2
-1	-1.7	2	-8	-2	1	2	Cc1cccc(N2C(=O)CC(N(O)c3ccccc3)C2=O)c1 (configuration not stated)	8	4
4	-0.1	3	-3	4	1	0	O=C(CSc1nnc(CCCN2C(=O)c3cccc4cccc(c34)C2=O)n1-c1ccccc1)N1CCCCC1	11	-1
14	-1.4	1	2	9	0	1	Cc1ccc(-n2nc(C)c(/C=N/n3c(C)n[nH]c3=S)c2Cl)cc1	12	1
11	-1.0	-2	-7	5	0	-4	Cn1c(=O)n(C)c2cc(NC(=O)Cc3ccccc3[N+](=O)[O-])ccc21	2	-1
-1	-0.4	-2	0	5	4	-13	O=C1CC(N2CCN(S(=O)(=O)c3ccccc3F)CC2)C(=O)N1c1ccccc1Cl (configuration not stated)	-4	3
8	-0.8	-1	1	6	2	-2	Cc1ccc(CN2CCN(/N=C\C(Br)=C\c3ccccc3)CC2)cc1	1	-5
2	-1.0	-3	0	2	2	0	O=C(Nc1ccc(F)cc1F)c1cc(-c2ccco2)on1	8	0

3 records picked at random from those above, as already listed:
CRFBP-R2 block	CRFR2-BP ag	IDE cell inh	CHRM4 PAM	CHRM5 antagonist	CHRM4 agonist	M5 PAM	structure	M4 antag	M5 ag
8	-0.8	-1	1	6	2	-2	Cc1ccc(CN2CCN(/N=C\C(Br)=C\c3ccccc3)CC2)cc1	1	-5
-1	-1.7	2	-8	-2	1	2	Cc1cccc(N2C(=O)CC(N(O)c3ccccc3)C2=O)c1 (configuration not stated)	8	4
-2	-0.9	0	-1	9	-1	-9	O=C(Nc1nccs1)C1CC=CCC1C(=O)OCC(F)(F)C(F)F (configuration not stated)	5	2

(cont.)
CRFBP-R2 block	CRFR2-BP ag	IDE cell inh	CHRM4 PAM	CHRM5 antagonist	CHRM4 agonist	M5 PAM	structure	M4 antag	M5 ag
17	-1.0	-2	3	9	1	-8	C=CCS(=O)(=O)N1CCCC(Cc2ccccc2C)(C(=O)OCC)C1 (configuration not stated)	-5	-5
-10	-0.7	-2	-1	3	2	0	CCOC(=O)c1sc(NC(=O)CN2CCN(c3ccccc3)CC2)nc1C	-5	-4
-3	-0.7	1	9	-1	1	-2	O=C1C(O)=C(O)C(=O)c2ccccc21	-12	1
-12	0.3	0	2	6	2	0	O=C(CN1CCN(S(=O)(=O)c2cc(Cl)ccc2Cl)CC1)c1ccc(O)c(O)c1	-8	-6
-5	0.7	-3	7	4	5	-7	CC(C)Cn1cc(C(=O)NCc2cccs2)c2c3ccccc3n(C)c2c1=O	7	2
2	-2.7	-5	1	0	2	-7	CS(=O)(=O)N(CC(=O)Nc1ccc(S(=O)(=O)N2CCCC2)cc1)c1ccccc1	-6	-4
22	-0.4	-1	1	1	1	-5	O=C(CCc1n[nH]c(=O)[nH]c1=O)N1CCCCC1	1	0
-13	-4.4	5	-8	1	1	1	CCC1(CC)Nc2ccccc2C(=O)N1c1ccc(OC)cc1	-5	0
-10	0.3	6	4	0	4	-1	CN(C)S(=O)(=O)c1ccc(NC(=O)C2CCCN(C(=O)c3ccc(Cl)cc3)C2)cc1 (configuration not stated)	-3	3
3	0.4	1	10	-6	0	24*	Cc1n[nH]c(C)c1CCNC(=O)C1CCC(=O)N(CCc2cccc(F)c2)C1 (configuration not stated)	-8	3
16	2.3	7	1	3	1	2	CC(C)(C)NC(=O)/C=C/c1cccs1	0	-2
-3	1.1	4	1	1	2	2	CCOc1c(Cl)cc(Cl)cc1CNCCNCCO	2	-1
-18	-1.2	-7	-1	-4	1	6	Cc1ccc(C)c(N2CCN(S(=O)(=O)c3cn(C)cn3)CC2)c1	-5	1
7	-1.9	-3	1	4	2	2	COc1ccc(S(=O)(=O)N2CCC(C(=O)NC3CC3)CC2)cc1C	-9	-2
-1	-2.7	5	4	-1	2	-5	O=C(CCNS(=O)(=O)c1cccc2nsnc12)NCc1ccccc1	-26	-1
2	1.9	-2	-6	10	5	-11	CCN(Cc1ccccc1)C(=O)C1CCN(C/C(C)=C/c2ccccc2)CC1	4	-5
-1	6.1	4	6	-3	3	3	O=C(N/N=C/c1ccc(OC(=O)c2ccc([N+](=O)[O-])cc2)cc1)c1cccnc1	2	-3
-10	0.9	1	-1	6	3	-2	CCOC(=O)c1[nH]c2ccc(OC)cc2c1NC(=S)N1CCN(c2cccc(Cl)c2)CC1	-1	-5
0	-2.9	/	-5	9	1	6	OC(c1ccccc1)C(Nc1ccccn1)c1ccccc1 (configuration not stated)	-4	-11
-23	-3.6	0	-6	8	0	2	COc1ccc(Cl)cc1NC(=S)NCCN1CCOCC1	7	-3
-4	2.7	-1	1	1	1	-1	CC(=O)Nc1ccc(NC(=O)CS(=O)(=O)Cc2ccccc2)cc1	4	-5
-3	-0.5	-1	0	3	1	6	CC(=O)CCCC(NS(=O)(=O)CCC(Cl)(Cl)Cl)c1ccccc1 (configuration not stated)	7	-4
-13	1.9	-4	-34	55*	1	-20	CN(C)c1cc[n+](Cc2c(Cl)cccc2Cl)cc1	61*	-6
-6	0.9	1	5	2	-1	2	O=C(Oc1ccc2c(c1)OCO2)c1cc2c(s1)CCC2	0	-9
-6	-0.8	/	3	2	0	3	C[C@H]1CN([C@@H](C)CO)C(=O)CCCn2cc(nn2)CO[C@@H]1CN(C)S(=O)(=O)c1ccccc1C#N	-3	0
4	6.4	0	0	-5	0	-18	CCN(CC)CCOC(=O)C1(c2ccccc2)CCOCC1	2	-11
4	-0.8	/	6	3	0	-3	CCCSc1nc(N)nc2c1ncn2C1OC(CO)C(O)C1O (configuration not stated)	-9	0
14	-0.2	6	-7	9	0	-8	COc1ccc(Oc2cn[nH]c2-c2ccc(OC)cc2O)cc1	8	-2
-20	0.3	5	2	10	0	0	O=C(O)CN(CCc1ccccc1)S(=O)(=O)c1ccccc1	6	-2
-55	41	-3	0	10	12	-13	Cc1ccc(C2(C)NC(=O)N(CC(=O)N3CCc4ccccc43)C2=O)cc1 (configuration not stated)	-11	23
1	1.6	5	-8	-2	13	-2	CCOC(=O)c1c(C)[nH]c(C(=O)N(C)Cc2cccc(OC)c2OC)c1C	-6	4
2	-1.3	2	7	2	1	3	Cc1ccc(N2C(=O)C3C4C=CC(CC4)C3C2=O)cc1Br (configuration not stated)	-10	1
-2	-0.4	/	-8	4	7	-7	Cc1cccc(C)c1OCC(=O)Nc1cccc(S(=O)(=O)N2CCCCCC2)c1	-6	-1
